uPA generation – qHTS for Inhibitors of Cell Surface uPA Generation; cell surface uPA generation assay, qHTS; Potency, µM (top dose mostly 38.3 µM), for inactives: at the highest dose activity change, negative = inhibition, most hits filed as inhibitors; actives 0.31% (n = 330,000); active means well fitted inhibition curve with a large enough effect; inconclusive means small, poorly fitted or top-dose-only effect; inactive means no such curve, though single readings can be large or run the other way; tested in mouse RAW 264.7 cells; further: on the % scale 0 is the no-effect control and ±100 the full control effect; nearly all actives have a fitted effect of over 55% in size
FLuc counter – qHTS profiling assay for firefly luciferase inhibitor/activator using purifed enzyme and Km concentrations of substrates (counterscreen for miR-21 project) | purified FLuc, Km substrates, luminescence inhibition | Potency, µM (highest dose often 57.5 µM), inactives show at the highest dose activity change, negative = inhibition, most hits filed as inhibitors | actives 6.9% (n = 360,000) | AID 588342, 2011;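 further: plate controls were vehicle for no effect and reference inhibitor for full effect; nearly all actives have a fitted effect of over 55% in size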
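Purified P. pyralis luciferase, 10 nM final, with Km-level 10 uM D-luciferin and 10 uM ATP in 50 mM Tris acetate pH 7.5, 10 mM Mg acetate, 0.01% Tween-20, 0.05% BSA; 6-point qHTS titration about 60 µM downward; luminescence read.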
MBNL1-CUG inh – qHTS Assay for Inhibitors of MBNL1-poly(CUG) RNA binding; Muscleblind-like protein 1 (Homo sapiens), Q9NR56; TR-FRET MBNL1-His/biotin-(CUG)12 binding, 665/545 ratio; Potency, µM (series often up to 57.5 µM), for the others: at the top dose activity change, negative = inhibition, most hits filed as inhibitors; actives 0.036% (n = 280,000); active means well fitted inhibition curve with a large enough effect in the signal ratio, with a control signal flat, not every such curve was filed as active; inconclusive means small, poorly fitted or top-dose-only effect, or effect the other way, or a change in a side signal; inactive means no such curve, though single readings can be large or run the other way; the % refers to the signal ratio; further: on the % scale 0 is the no-effect control and ±100 the full control effect
Target sequence (Q9NR56 whole entry, looked up): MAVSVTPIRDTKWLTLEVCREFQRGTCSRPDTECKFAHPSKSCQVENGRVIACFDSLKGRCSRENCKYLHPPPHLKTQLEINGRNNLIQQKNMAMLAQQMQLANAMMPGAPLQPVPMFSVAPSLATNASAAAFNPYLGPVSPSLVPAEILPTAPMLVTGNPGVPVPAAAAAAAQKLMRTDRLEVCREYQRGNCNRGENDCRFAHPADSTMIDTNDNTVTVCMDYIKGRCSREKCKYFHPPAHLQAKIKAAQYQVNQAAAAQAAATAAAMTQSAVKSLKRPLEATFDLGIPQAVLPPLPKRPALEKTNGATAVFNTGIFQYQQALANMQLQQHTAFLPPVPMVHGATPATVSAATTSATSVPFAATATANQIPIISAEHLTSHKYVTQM
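Inhibition of protein-RNA binding appears as loss of TR-FRET between terbium anti-His antibody on MBNL1-His and streptavidin-XL665 on biotin-(CUG)12. Activity is normalized to buffer-only and uninhibited-complex controls.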
RORg inh – qHTS for inhibitors of ROR gamma transcriptional activity; Nuclear receptor ROR-gamma (Mus musculus), P51450; Drosophila S2 Gal4-RORgamma UAS-luciferase reporter, 20 h; Potency, µM (highest dose often 53.6 µM), for the others: top-dose activity change, negative = inhibition, hits mostly inhibitors; actives 5.4% (n = 310,000); AID 2551, 2010; further: on the % scale 0 is the no-effect control and ±100 the full control effect; nearly all actives have a fitted effect of over 60% in size
Target sequence (P51450 whole entry, looked up, the tested form may be a part): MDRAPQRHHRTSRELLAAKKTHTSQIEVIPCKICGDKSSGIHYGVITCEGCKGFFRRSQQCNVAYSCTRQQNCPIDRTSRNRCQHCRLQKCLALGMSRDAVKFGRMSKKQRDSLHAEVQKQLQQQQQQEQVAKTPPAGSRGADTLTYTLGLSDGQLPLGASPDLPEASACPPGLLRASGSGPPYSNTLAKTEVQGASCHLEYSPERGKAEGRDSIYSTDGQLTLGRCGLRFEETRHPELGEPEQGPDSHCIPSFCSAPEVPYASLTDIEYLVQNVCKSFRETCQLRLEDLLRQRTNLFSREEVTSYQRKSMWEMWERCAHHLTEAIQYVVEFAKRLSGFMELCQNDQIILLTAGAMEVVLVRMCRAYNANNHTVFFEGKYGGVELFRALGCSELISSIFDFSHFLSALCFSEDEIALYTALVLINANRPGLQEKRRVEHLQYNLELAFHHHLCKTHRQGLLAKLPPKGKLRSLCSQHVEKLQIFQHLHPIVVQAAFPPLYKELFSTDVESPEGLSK
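Drosophila Schneider cells stably carrying a metallothionein-driven Gal4 DBD–ROR gamma fusion and a UAS-Photinus luciferase reporter were exposed to compound for 1 hr, then induced with copper sulfate (700 uM final) for 20 hr at ambient temperature before luminescence reading.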
CXXC DNA block – qHTS Fluorescence Polarization Assay for Inhibitors of MLL CXXC domain - DNA interaction | MLL-CXXC / FITC-HOXA9 DNA fluorescence polarization | Potency, µM (doses to about 115 µM), for inactives: at the top dose activity change, negative = inhibition, hits mostly inhibitors | actives 0.037% (n = 290,000) | AID 2662, 2010; active means well fitted inhibition curve with a large enough effect in the polarisation, with a control signal flat, not every such curve was filed as active; inconclusive means small, poorly fitted or top-dose-only effect, or effect the other way, or a change in a side signal; inactive means no such curve, though single readings can be large or run the other way; the % refers to the polarisation
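Fluorescence polarization: 7 uM MLL-CXXC (stock) preincubated 5 min with compounds, then 50 nM fluorescein-HOX-A9 DNA (stock) added; 30 min ambient. Buffer 50 mM Tris-HCl pH 7.5, 50 mM NaCl, 1 mM DTT, 0.05% BSA.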
p53 reactivator – qHTS assay for re-activators of p53 using a Luc reporter | H1299 p53-A138V BP100-luciferase reporter, luminescence, 24 h | Potency, µM (series often up to 92.2 µM), for the others: at the top dose activity change, positive = activation, usual class: activators | actives 0.063% (n = 320,000) | AID 504706, 2011; further: % of control where 0% means no effect; nearly all actives have a fitted effect of over 45% in size
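H1299 (p53-null), stable ts p53-A138V + BP100-Luc; 1000 cells/well, Opti-MEM/10% FBS; cpd 4 pt, 1:5; 24 h, 37 deg C, 5% CO2; detection reagent 10 min RT; luminescence.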
Rab9 promoter act – qHTS Assay for Rab9 Promoter Activators. Huh7 Rab9 promoter-luciferase reporter, luminescence, 24 h. Potency, µM (series often up to 9.22 µM), inactives show top-dose activation, negative = inhibition, usual class: activators. actives 2.8% (n = 320,000). AID 485297, 2010; further: % of control where 0% means no effect; nearly all actives have a fitted effect of over 60% in size
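Quantitative HTS format; Huh7 Rab9-luciferase reporter cells (1500/well) receive compound 2 h post-plating, incubate 24 h at 37 °C, then get luciferase reagent for 10 min before luminescence reading.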
BRCA1 expr act – qHTS Assay to Identify Small Molecule Activators of BRCA1 Expression; MCF7-BRCA1-FFLuc reporter, luminescence, 48 h; response scale: scaled: vehicle 0%, 10 µM genistein 100%; Potency, µM (top dose mostly 46.1 µM), for inactives: top-dose activation, usual class: activators; actives 1.1% (n = 380,000); AID 624202, 2012; further: nearly all actives have a fitted effect of over 80% in size; some results filed as inactive show a strong effect at the top dose
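MCF7-BRCA1-FFLuc cells, 2000/well in phenol-red-free MEM, attached 2 h then treated 48 h at 37 C. Luciferase luminescence read 15 min after reagent; normalized to genistein maximum activation (10microM) and DMSO, concentration-response fitted.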
ELG1 genotox – qHTS screen for small molecules that induce genotoxicity in human embryonic kidney (HEK293T) cells expressing luciferase-tagged ELG1; Potency, µM (titrated, usually from 46 µM), inactives show at the top dose activity change, positive = activation, actives largely listed as activators; HEK293T ELG1-luciferase reporter, luminescence, 16 h; actives 1.3% (n = 330,000); further: % of control where 0% means no effect; nearly all actives have a fitted effect of over 60% in size
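Cells (2,000/well) expressing the ELG1-luciferase fusion are dosed by pin tool and kept 16 hr at 37 °C, 5% CO2. Signal comes from ONE-Glo luciferase reagent after 30 min at room temperature.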
Gal4-VP16 FLuc – VP16 counterscreen qHTS for inhibitors of ROR gamma transcriptional activity. Drosophila S2 Gal4-VP16 UAS-luciferase, luminescence, 20 h. Potency, µM (series often up to 53.6 µM), without a hit: at the top dose activity, negative = inhibition, usual class: inhibitors. actives 3.5% (n = 310,000);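 further: Gal4-VP16 expression switched on by copper sulfate through the metallothionein promoter; on the % scale 0 is the no-effect control and ±100 the full control effect; nearly all actives have a fitted effect of over 50% in size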
NPC1 prom act – qHTS Assay for NPC1 Promoter Activators. Huh7 NPC1 promoter luciferase reporter, 24 h. Potency, µM (doses to about 9.22 µM), for the others: top-dose activation, actives largely listed as activators. actives 2.4% (n = 320,000);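 further: % of control where 0% means no effect; nearly all actives have a fitted effect of over 60% in size; reporter is driven by a mutant NPC1 promoter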
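Stable NPC1-promoter luciferase Huh7 line; cpd (DMSO) 24 h, 37 °C, 5% CO2; Amplite luciferase reagent 10 min RT; luminescence readout. qHTS format.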
* marks the source's active call; other numbers are inactive results; ? = inconclusive; nt = not tested or not shown; [ ] = another dose, or the depositor's remark. Unless noted, the call rests on the fitted dose curve; in most records, active means well fitted curve in the direction sought with a large enough effect; inconclusive means small, poorly fitted or top-dose-only effect, or another doubt; inactive means no such curve, though single readings can be large; an effect the other way counts as inactive or inconclusive. Potency means the concentration at half of the fitted maximal effect. These rows are one share of the data; rates above refer to the full screens.

Under each structure – uPA generation	FLuc counter	MBNL1-CUG inh	RORg inh	CXXC DNA block	p53 reactivator	Rab9 promoter act	BRCA1 expr act	ELG1 genotox	Gal4-VP16 FLuc	NPC1 prom act
Cc1ccc(S(=O)(=O)N2[C@@H](c3ccc(F)cc3)C(C(=O)O)=CC[C@H]2c2cccs2)cc1
  4%	0%	nt	nt	nt	2%	-6%	-8%	1%	nt	1%
CC1(C)Cc2c(cnn2-c2ccccc2)C(NC(=O)C2(C(N)=O)CC2)C1 (stereo not drawn)
  0%	-2%	4%	36%	-2%	?	0%	2%	6%	16%	1%
COc1ccc(NC(=O)CN(C)CC(=O)Nc2sc3c(c2C#N)CCC3)cc1
  -4%	-13%	nt	nt	nt	-13%	6%	-19%	0%	nt	-1%
N=c1c2c(-c3ccccc3)c(-c3ccccc3)n(Cc3ccco3)c2ncn1CCO
  -7%	-1%	-12%	-10%	-1%	-11%	-11%	-55%	1%	-12%	-26%
Cc1cccc(OCC(=O)N2CCC(c3ccccc3)C2)c1 (stereo not drawn)
  -7%	13µM*	-10%	?	?	?	2.8µM*	7.9µM*	21µM*	7%	3.2µM*
CCOC(=O)N1CCN(C(=O)C2CCC(=O)N2C(C)C)CC1 (stereo not drawn)
  nt	-3%	3%	6%	9%	-1%	8%	-4%	-3%	-9%	-2%
Nc1ccc(NC(=O)c2ccccc2)c2c1C(=O)c1ccccc1C2=O
  2%	-1%	4%	19%	-3%	4%	2%	-16%	-2%	-11%	-15%
COCCCNC(=O)CCC(=O)Nc1ccc2nc(N3CCOCC3)cc(C)c2c1
  -2%	?	11%	22%	-7%	2%	?	86%	7%	-1%	2%
Cc1cccc(OCCSc2nc3c([nH]2)c(=N)ncn3Cc2ccccc2)c1
  -3%	-2%	-12%	?	16%	-6%	-3%	-32%	-2%	8%	0%
CC1(C)CC2CC(C)(CN2C(=O)CN2C(=O)c3ccccc3C2=O)C1 (stereo not drawn)
  -3%	0%	?	11%	-8%	-14%	-1%	-5%	-5%	-8%	-2%
COc1cc(C)nc(N(Cc2ccccc2)S(=O)(=O)c2ccc(C)cc2)n1
  -8%	-2%	-5%	?	-6%	-4%	-6%	-4%	-4%	-20%	-7%
O=C(CNC(=O)c1ccc(Cl)cc1)OCCN1C(=O)c2ccccc2C1=O
  13%	0%	nt	nt	nt	9%	1%	9%	2%	nt	0%
CCNc1nc(NCC)n2c(SCC(=O)N(CC)C3CCCCC3)nnc2n1
  -13%	0%	-16%	21%	5%	-11%	-1%	12%	-1%	1%	-6%
CCOc1ccc(C(=O)N2CCN(CCc3ccccc3)CC2)cc1OCC
  -1%	7%	-8%	0%[1.91 µM]	18%	nt	1%	-5%	1%	-2%	-2%
CCc1c(O)cc2n(c1=O)-c1ccccc1C2(C)C
  -5%	-1%	-4%	?	3%	-14%	1%	-12%	3%	-13%	-3%

2 records drawn at random from those above, as already listed:
Under each structure – uPA generation	FLuc counter	MBNL1-CUG inh	RORg inh	CXXC DNA block	p53 reactivator	Rab9 promoter act	BRCA1 expr act	ELG1 genotox	Gal4-VP16 FLuc	NPC1 prom act
COc1ccc(NC(=O)CN(C)CC(=O)Nc2sc3c(c2C#N)CCC3)cc1
  -4%	-13%	nt	nt	nt	-13%	6%	-19%	0%	nt	-1%
COc1cc(C)nc(N(Cc2ccccc2)S(=O)(=O)c2ccc(C)cc2)n1
  -8%	-2%	-5%	?	-6%	-4%	-6%	-4%	-4%	-20%	-7%

(next part)
Under each structure – uPA generation	FLuc counter	MBNL1-CUG inh	RORg inh	CXXC DNA block	p53 reactivator	Rab9 promoter act	BRCA1 expr act	ELG1 genotox	Gal4-VP16 FLuc	NPC1 prom act
COc1ccccc1C(=O)NCCC(=O)N1CCN(c2cccc(C(F)(F)F)c2)CC1
  -14%	3%	nt	nt	nt	-3%	-1%	-46%	12%	nt	0%
COCCOC(=O)C1=C(C)N=C2SCCC(=O)N2C1/C=C/c1ccccc1 (stereo not drawn)
  -4%	-2%	12%	-42%	4%	-2%	-2%	-40%	-1%	3%	1%
COc1ccccc1CNC(=O)C1CCCN(S(=O)(=O)c2ccc3c(c2)C(C)(C)C(=O)N3C)C1 (stereo not drawn)
  -4%	-1%	-9%	2%	-2%	nt	-1%	-10%	0%	2%	0%
Cc1cc(C)cc(C(=O)NC(CC(N)=O)c2ccc(N3CCN(c4ccccn4)CC3)c([N+](=O)[O-])c2)c1 (stereo not drawn)
  -8%	0%	7%	-10%	0%	1%	-6%	3%	-1%	0%	-3%
COc1ccc(NC(=O)CSCC(=O)Nc2nnc(CC(C)C)s2)cc1
  1%	-1%	nt	nt	nt	3%	-2%	-19%	-3%	nt	0%
Cc1ccc(-n2nnnc2SCC(=O)NC2CCS(=O)(=O)C2)c(C)c1 (stereo not drawn)
  -1%	1%	nt	nt	nt	-2%	0%	2%	1%	nt	1%
CCOC(=O)CNC(=O)C1Cc2ccccc2CN1S(=O)(=O)c1cccs1 (stereo not drawn)
  3%	1%	6%	-10%	-10%	2%	-4%	5%	5%	5%	-3%
CCC(C)NS(=O)(=O)c1ccc(OCC(=O)N2CCCCC2)cc1 (stereo not drawn)
  8%	4%	-4%	27%	-16%	-5%	10%	1%	2%	0%	9%
Oc1ccc(C2Nc3cccc4cccc(c34)N2)cc1
  11%	17µM*	-2%	?	?	-22%	18%	-44%	5%	-2%	16%
CCc1nnc2n1N=C(c1ccccc1)CS2
  -22%	-1%	4%	-33%	-14%	-5%	-8%	-1%	4%	-13%	-11%
C/C(=N\NC(=O)c1cc(-c2ccncc2)nc2ccccc12)c1ccc(OC(F)F)cc1
  -8%	?	7%	-39%	-1%	-4%	-1%	0%	-5%	0%	-2%
CC(C)CN(C(=O)CCCOc1ccc(Cl)cc1Cl)c1c(N)n(Cc2ccccc2)c(=O)[nH]c1=O
  -2%	6%	nt	nt	nt	-5%	0%	-47%	-26%	nt	-3%
O=C(c1cccs1)N1CCc2ccccc2C1
  -5%	0%	-5%	-33%	-13%	0%	1%	53%	0%	-20%	-2%
CC(=O)Nc1ccccc1/C=C/c1ccc2c(C)ccc(O)c2n1
  0%	?	10%	8.9µM*	16%	-1%	1%	40%	-2%	28µM*	13%
COc1cc(/C=C2\N=C(C)OC2=O)cc(Cl)c1OC(C)=O
  8%	-4%	-4%	5%	3%	6%	-4%	-3%	0%	-2%	4%
O=C(NCc1ccccc1)/C(=C/c1ccc([N+](=O)[O-])cc1)NC(=O)c1ccco1
  -1%	-1%	?	40%	5%	-1%	0%	-1%	2%	13%	0%
COc1cccc(N(CC(=O)Nc2ccccc2C(=O)N2CCCC2)S(C)(=O)=O)c1
  15%	-3%	1%	7%	41%[activator]	-4%	-3%	-2%	0%	0%	2%
COc1ccc2nc(-c3ccco3)c(-c3ccco3)nc2c1
  -7%	2.7µM*	?	?	?	30%	?	31%	?	-29%	18%

Screening results as filed in PubChem.
